Ins promoter up – insulin promoter activators in MIN6 cells, imaging, high-content screening, mouse beta cells | MIN6 insulin promoter-GFP reporter; active compounds read high | z-score at 5 µM | hit rate 0.3% among 190,000 | AID 1625, 2009;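 active means z-score above 3 at 5 µM with at least 500 cells counted in the well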
Lipid droplet – inhibitors of hepatocyte lipid droplet formation, primary screen, imaging, high-throughput imaging, BODIPY stain | AML12 mouse hepatocytes, oleate lipid droplets | inhibition, % at 6.5 µM | hit rate 0.4% among 240,000;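 active means lipid droplet intensity inhibited by at least 50%, with more than 500 cells counted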
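Assay system: AML12 hepatocytes (mouse) / Also added: 100 µM oleic acid challenge / Times: overnight treatment with compound plus oleate / Detection: high-content imaging of BODIPY-stained droplets and DAPI nuclei / Evaluation: % inhibition of lipid droplet signal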
PMI inhibition – human PMI inhibitors, high substrate, primary screen, biochemical, fluorescence intensity, high mannose 6-phosphate (AID 1220). Mannose-6-phosphate isomerase (Homo sapiens). recombinant PMI enzyme, coupled fluorescence intensity; higher % means a stronger effect. one-dose inhibition, % at 20 µM; IC50 in µM for titrated hits. hit rate 0.66% among 190,000
human PMI inhibition – inhibitors of human PMI, primary screen, biochemical, fluorescence intensity, coupled assay (AID 1209) | Mannose-6-phosphate isomerase (Homo sapiens) | purified PMI enzyme, coupled fluorescence intensity; higher % means a stronger effect | inhibition, % at 20 µM; hits with a dose series show IC50 in µM | hit rate 0.42% among 190,000;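 further: plate controls were DMSO vehicle for no effect and wells lacking substrate for full effect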
TNAP activation fold – human TNAP enzyme activators, primary screen, biochemical, luminescent, no phosphate acceptor, uHTS (AID 1001); activation fold at 20 µM; hits with a dose series show EC50 in µM; Alkaline phosphatase, tissue-nonspecific isozyme (Homo sapiens); purified TNAP, luminescent activation assay, no phosphate acceptor; higher activation fold means a stronger effect; hit rate 0.03% among 200,000; in the data active means activation fold from about 3, or a potency from the dose series; inactive means the rest, 99 in 100 with activation fold below about 1.6; further: many of its hits are not listed in these tables
Autophagy mod – autophagy modulators in MEF cells, primary screen, imaging, high-content, MEF GFP-LC3; MEF GFP-LC3 puncta imaging; test concentration mostly 10 µM; calls only at 10 µM (by protocol); hit rate 0.98% among 190,000; AID 463193, 2010;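 active means percentage of spot-positive cells more than 3 SD above its plate mean, without a fluorescence outlier flag or 80% toxicity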;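 further: spot-positive cell cutoff set from DMSO-treated cells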
bCat nuc transl – modulators of beta-catenin nuclear translocation, primary screen, imaging, HeLa cells, immunofluorescence, high-content; nuclear translocation activity, % at 5 µM; hit rate 0.3% among 190,000;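 active means nuclear translocation activity above 50% at 5 µM, with a well cell count of 50 or more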;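 further: per-cell ratio of nuclear to cytoplasmic median beta-catenin stain intensity; plate controls were DMSO negative control for no effect and GSK-3 inhibitor IX positive control for full effect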
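Test system: human HeLa cells, endogenous beta-catenin. Times: 24 h compound exposure, 37°C. Measured by: beta-catenin immunofluorescence imaging with DAPI.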
MT stabilize HCS – microtubule stabilizers in HeLa cells, primary screen, imaging, high-content imaging; hit rate 0.83% among 200,000; HeLa tubulin immunostaining HCS, 24 h; share of cells brighter than vehicle mean+2SD; % tubulin-high responders, % at 10 µM;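 active means plate Z-score above 3 for both tubulin-high and condensed-nucleus cell shares, with cell loss under 80%, at 10 µM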;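 further: anti alpha tubulin signal scored within the nucleus-defined area of each cell; some results filed as inactive read as strong as hits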
T cell HTS – modulators of CD8 T cell-vesicle binding, primary screen, mouse 2C CD8+ T cells, flow cytometry. AID 2052, 2009. 2C CD8+ T cell-vesicle binding; active compounds read low. calls only at 7 µM. hit rate 0.068% among 330,000;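 active means response, share of CD8 T cells binding vesicles, and their 90th percentile fluorescence all below set limits, cut at about 80% in these data, passing the limit was not always enough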
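Incubation: binding step 1.5 h, 37 °C, antibody labelling 20 min, ice; system: murine 2C transgenic CD8+ T lymphocytes; technique: cytometric PE anti-B7-1 and Alexa647 anti-CD8 signals after 1% paraformaldehyde fixation; also added: QL9-charged Drosophila Ld/ICAM-1/B7-1 vesicles; control set: naked versus QL9-loaded vesicles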
Ins promoter up cell count – recorded beside Ins promoter up, whose call it bears; cell count; measured here: cytotoxicity, nuclei count;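 total cells summed across four imaged fields per well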
Lipid droplet cells 6.5 µM – further read-out of Lipid droplet, marked with its call; cell count; measured here: cell count, cytotoxicity flag;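 cells counted across two imaged fields per well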
bCat nuc transl cell count 5 µM – further read-out of bCat nuc transl, marked with its call; cell count; measured here: cell count, cytotoxicity flag
T cell HTS vesicle-bound % – recorded beside T cell HTS, whose call it bears; double positive events, %; measured here: CD8+ vesicle-bound cell fraction;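 binding gate set so that unloaded-vesicle control wells show 10% double positive cells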
MT stabilize HCS Hoechst-high % – second read-out of MT stabilize HCS, no call of its own (marks repeat the call); % Hoechst-high responders; measured here: nuclear condensation Hoechst responders;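 share of cells brighter than vehicle mean plus two SD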
MT stabilize HCS cytotoxicity % – also measured in MT stabilize HCS; calls as there; toxicity, %; measured here: cytotoxicity by cell density;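 0% = mean cell density of plate MIN control wells and 100% = no cells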
Autophagy mod cell loss 18 h – also measured in Autophagy mod; calls as there; toxicity, %; measured here: cell loss, nuclei count;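 cell loss after 18 h compound exposure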
Active calls of the source: *; i = inactive; . = not tested or not shown. Unless noted, no stated cut-off is given here; in the data, active means inhibition above about 50%; inactive means the rest. Hits appear at their usual frequency (roughly 2.9% active in at least one column).

SMILES	Ins promoter up	Ins promoter up cell count	Lipid droplet	Lipid droplet cells 6.5 µM	PMI inhibition	human PMI inhibition	TNAP activation fold	Autophagy mod	Autophagy mod cell loss 18 h	bCat nuc transl	bCat nuc transl cell count 5 µM	MT stabilize HCS	MT stabilize HCS Hoechst-high %	MT stabilize HCS cytotoxicity %	T cell HTS	T cell HTS vesicle-bound %
CC(=O)Nc1ccc(S(=O)(=O)/N=C2/NC(=O)/C(=C\c3ccco3)S2)cc1	-0.33	1155	-20	755	-5%	-15%	1	i	3	0.1	1067	2.6	1.4	3.9	i	55
CC/C(=C1/C(=O)CC(C)(C)C(C(=O)OC)C1=O)N1CCCC1 (stereo not given)	-0.29	1138	.	.	1%	0%	1.1	i	12	-2.6	875	2.5	1.6	7.5	i	20
CC1(C(=O)O)CCC(C(=O)Nc2ccccc2O)C1(C)C (stereo not given)	0.07	871	-13	740	-8%	-6%	1.1	i	2	.	.	0.8	1.4	11	i	17
COc1cccc(-c2cc(=O)c3cc(NC(C)=O)ccc3[nH]2)c1	0.04	1202	19	699	-7%	-25%	1.1	i	-18	.	.	30*	24*	38*	i	21
CC(Oc1ccc(Cl)cc1)C(=O)Nc1sccc1C(N)=O (stereo not given)	-1.4	1164	2	776	-7%	-2%	1.1	i	22	2.2	1075	3.2	2.1	7.6	i	28
O=C(CN1CCOCCOCCOCC1)Nc1ccccc1	-0.62	925	-12	658	-6%	4%	1.1	i	-5	0.2	1160	2.7	1.2	8.3	i	19
COc1ccc(CNC(=O)C2CCCN(c3nc4ccccc4o3)C2)c(OC)c1 (stereo not given)	0.2	1449	.	.	-5%	1%	1.1	i	-43	-4.6	799	3.4	2.0	6.4	i	58
O=C(COC(=O)CCOc1ccccc1)Nc1ncc(Cl)cc1Cl	0.48	1274	2	728	3%	-1%	1.1	i	6	-1.4	542	4.1	1.1	12	i	47
N#C/C(=C\c1ccc(OCC(N)=O)cc1)c1ccccc1	-0.33	1359	14	621	14%	4%	1.1	i	-10	-4.8	494	2.6	2.1	4.0	i	31
Nc1nnn(CC(=O)N/N=C/c2ccc(Cl)cc2Cl)n1	-0.04	1380	-13	705	.	.	.	.	.	-2.0	1168	.	.	.	i	32
S=c1[nH]nc(-c2ccccn2)n1/N=C/c1c(Cl)cccc1Cl	0.29	1387	6	697	.	.	.	.	.	-2.3	1111	.	.	.	i	50
COc1cccc(C(=O)N2CCN(Cc3cccc(F)c3)CC2)c1	1.7	1349	15	708	-4%	7%	1	i	-7	.	.	2.2	1.9	6.4	i	41
CCOC(=O)CN(C)Cc1c[nH]c2ccccc12	.	.	5	770	-2%	15%	1.1	i	1	-4.4	1207	5.0	2.0	4.4	i	40
O=C(NC1CCCc2ccccc21)C1CCN(c2c3c(nc4ncnn24)CCC3)CC1 (stereo not given)	-1.7	1056	-27	677	-3%	1%	1.1	i	3	.	.	2.7	3.1	18	i	20
O=C(Nc1ccc(S(=O)(=O)N2CCCCCC2)cc1)c1ccco1	-0.21	1269	-12	665	8%	9%	1.1	i	1	0.8	1113	4.8	1.8	1.6	i	62
COc1cc(OC)c(C2CC(=O)N3CN(C)CSC3=C2C#N)cc1OC (stereo not given)	-0.9	985	.	.	23µM*	60%*	1.1	i	-2	.	.	3.1	4.4	6.1	i	56
CCN(CC)CCn1c(SCC(=O)Nc2ccc(F)cc2)nc2c(sc3ccccc32)c1=O	.	.	-24	570	-46%	0%	1.3	i	30	-4.9	1087	6.3	3.5	2.0	i	45
CCOC(=O)CC(=O)Nc1nnc(CC(C)C)s1	0.18	1384	-3	768	-2%	-3%	1	i	12	-1.9	1173	2.8	2.3	1.4	i	21
COC(=O)CS(=O)(=O)c1ccsc1C(=O)Nc1ccc(F)cc1	0.32	1238	4	711	11%	14%	1.1	i	-8	-0.7	1189	2.8	2.3	2.5	i	31
O=C(N/N=C/c1cnc(N2CCOCC2)s1)c1ccccc1	0.64	1365	-20	654	-17%	-20%	1.1	i	-13	0.5	1523	1.7	1.1	4.5	i	49

Brought forward from above: 4 entries, followed by the next part.
SMILES	Ins promoter up	Ins promoter up cell count	Lipid droplet	Lipid droplet cells 6.5 µM	PMI inhibition	human PMI inhibition	TNAP activation fold	Autophagy mod	Autophagy mod cell loss 18 h	bCat nuc transl	bCat nuc transl cell count 5 µM	MT stabilize HCS	MT stabilize HCS Hoechst-high %	MT stabilize HCS cytotoxicity %	T cell HTS	T cell HTS vesicle-bound %
CCN(CC)CCn1c(SCC(=O)Nc2ccc(F)cc2)nc2c(sc3ccccc32)c1=O	.	.	-24	570	-46%	0%	1.3	i	30	-4.9	1087	6.3	3.5	2.0	i	45
CCOC(=O)CC(=O)Nc1nnc(CC(C)C)s1	0.18	1384	-3	768	-2%	-3%	1	i	12	-1.9	1173	2.8	2.3	1.4	i	21
COC(=O)CS(=O)(=O)c1ccsc1C(=O)Nc1ccc(F)cc1	0.32	1238	4	711	11%	14%	1.1	i	-8	-0.7	1189	2.8	2.3	2.5	i	31
O=C(N/N=C/c1cnc(N2CCOCC2)s1)c1ccccc1	0.64	1365	-20	654	-17%	-20%	1.1	i	-13	0.5	1523	1.7	1.1	4.5	i	49
O=C(COC(=O)c1ccc(Br)cc1)NCCc1ccccc1	0.53	1300	-1	625	-3%	-9%	1.1	i	5	-1.6	997	2.2	3.5	6.2	i	56
CC(C)(Oc1ccc(CCNC(=O)c2ccc(Cl)cc2)cc1)C(=O)O	.	.	-2	677	-6%	-4%	1	i	14	.	.	2.8	1.3	4.7	i	14
CCOC(=O)CSCc1nc(-c2ccc(Cl)cc2)oc1C	0.24	1444	5	736	6%	0%	1.1	i	8	0.4	546	5.2	2.0	12	i	48
CC1=NN(C(=O)COc2ccccc2)C(O)(c2cccnc2)C1 (stereo not given)	-0.68	1691	-1	601	-13%	-10%	1	i	3	0.5	953	2.8	2.7	12	i	45
Cc1c(/C=N/NC(=O)C2(O)c3ccccc3-c3ccccc32)cnn1C	0.36	1295	-4	717	-7%	-10%	1.1	i	-1	-4.2	543	5.1	2.3	0.4	i	45
O=C(O)c1cn(Cc2ccccc2)nc1-c1cccnc1	0.04	1231	2	663	-16%	-15%	1	i	-3	1.1	1022	1.1	1.9	0.9	i	8
NS(=O)(=O)c1ccc(CCNC(=O)COC(=O)/C=C/c2ccccc2Cl)cc1	0.72	1119	-5	687	-4%	-4%	1	i	7	0.7	1096	2.3	2.2	7.3	i	25
Cc1ccc(CN2CCNC(=O)C2CC(=O)N(Cc2c(C)nn(C)c2C)C2CC2)o1 (stereo not given)	0.75	1324	10	711	5%	0%	1.1	i	-21	-1.4	1017	1.3	1.2	3.4	i	55
CCC1(C)Cc2[nH]c(=O)c(C#N)cc2CO1 (stereo not given)	0.88	1353	2	750	-1%	3%	1	i	-28	-0.1	1087	6.5	2.1	9.7	i	61
Cc1onc(-c2ccccc2Cl)c1NC(=O)NCc1cccs1	-0.22	1085	-36	618	.	.	.	.	.	0.0	1269	.	.	.	i	30
COC(=O)c1cccc(S(=O)(=O)N2CCC(NC(=O)Nc3cccc(F)c3)CC2)c1	0.34	1149	.	.	-10%	-4%	1.1	i	4	-1.4	1167	4.7	3.2	6.7	i	16
Cc1noc(NS(=O)(=O)c2ccc(N/C=C\C(=O)c3ccc4c(c3)OCO4)cc2)c1C	-0.1	1426	.	.	1%	4%	1	i	-9	-2.5	1309	2.0	1.7	4.9	i	40
CCOC(=O)Cc1csc(NC(=O)Cc2cccs2)n1	0.82	1235	.	.	0%	-3%	1.2	i	13	1.7	1140	4.6	3.5	5.4	i	56
Cc1ccc(NC(=O)C2CCCN2C(=O)NC2CCCCC2)cc1 (stereo not given)	0.13	1558	8	712	8%	6%	1	i	-10	0.5	958	1.9	1.3	6.3	i	25
COc1cc(OC)c2ccc(=O)oc2c1C(CC(=O)N1CCCC(C)C1)c1ccc2c(c1)OCO2 (stereo not given)	1.3	965	2	738	.	.	.	.	.	48	629	.	.	.	i	20
O=C(N/N=C\c1ccc(-c2ccc(Cl)c(Cl)c2)o1)C(=O)N1CCCC1	0.97	1593	.	.	-3%	9%	1	i	-7	-1.8	1403	1.3	1.6	6.2	i	54
O=[N+]([O-])c1cccc(S(=O)(=O)N2CCCC2)c1	0.01	1529	-1	676	4%	7%	1.1	i	-6	-1.4	1075	3.6	3.7	7.7	i	3
Cc1c(NC2=C(Cl)C(=O)N(c3ccccc3Cl)C2=O)c(=O)n(-c2ccccc2)n1C	0.31	1238	6	793	-66%	-46%	1.1	i	16	-0.7	504	2.3	2.3	7.3	i	30
C#CCNC(=O)C1=C[C@@H](c2csc3ccccc23)[C@H](CCCO)[C@@H](OCC)O1	-0.41	1454	5	692	13%	12%	1.1	i	37	0.2	1118	1.9	1.6	1.3	i	42
O=C(NCc1ccc(F)cc1)c1cc(S(=O)(=O)N2CCOCC2)ccc1F	1.3	1468	.	.	6%	-10%	1.1	i	-3	-3.8	848	2.6	2.2	4.3	i	10
CCOc1ccccc1-c1nc(-c2ccc(NC(=O)Cc3ccc(OC)cc3)cc2)no1	.	.	.	.	-6%	-15%	1	i	-7	.	.	4.8	3.1	8.1	i	41
O=C(Nc1ccc(S(=O)(=O)N2CCCC2)cc1)c1ccc2c(=O)n3c(nc2c1)CCCCC3	-0.06	1309	1	705	16%	8%	1.1	i	4	-2.4	532	2.3	1.4	3.4	i	18
CCOc1cc(CNCc2ccc(C(=O)O)cc2)ccc1OC	-0.14	1567	1	727	-8%	-11%	1.1	i	16	-4.3	1076	1.4	1.5	1.0	i	59
COc1cc(C(=O)Nc2nnc(C(C)(C)C)s2)c([N+](=O)[O-])cc1OC	0.05	1175	27	767	23%	9%	1.1	i	18	-0.4	571	3.8	1.2	11	i	53
